Source: PubChem
GPR151 ag: activators of human GPR151; actives 1% (n = 650,000); activation, % at 11.2 µM; PathHunter beta-arrestin GPR151 cells, luminescence; in the data active = activation above about 4.9%;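 note: 0% = median of compound wells and 100% = cells with positive control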
Target sequence (Q8TDV0 whole entry, looked up): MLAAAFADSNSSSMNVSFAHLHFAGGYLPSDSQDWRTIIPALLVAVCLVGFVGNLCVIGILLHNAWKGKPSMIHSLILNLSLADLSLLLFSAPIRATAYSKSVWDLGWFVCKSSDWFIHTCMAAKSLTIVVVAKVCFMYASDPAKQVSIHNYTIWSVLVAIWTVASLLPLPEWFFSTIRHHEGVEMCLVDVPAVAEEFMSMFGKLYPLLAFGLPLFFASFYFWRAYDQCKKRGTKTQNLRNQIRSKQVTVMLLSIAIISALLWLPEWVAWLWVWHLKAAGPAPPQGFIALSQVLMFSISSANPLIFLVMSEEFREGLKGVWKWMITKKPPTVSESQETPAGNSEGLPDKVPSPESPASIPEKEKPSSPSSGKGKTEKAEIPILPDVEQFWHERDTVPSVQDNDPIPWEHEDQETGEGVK
FBW7 act: activators of human E3 ligase FBW7 | AlphaScreen FBW7–phospho-cyclin E peptide binding, activator screen | normalized activity (activation), % at 26.1 µM | actives 0.13% (n = 650,000); in the data active = normalized activity above about 1.9%;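 note: purified mutant Fbw7 with reduced substrate affinity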
Target sequence (Q969H0 whole entry, looked up): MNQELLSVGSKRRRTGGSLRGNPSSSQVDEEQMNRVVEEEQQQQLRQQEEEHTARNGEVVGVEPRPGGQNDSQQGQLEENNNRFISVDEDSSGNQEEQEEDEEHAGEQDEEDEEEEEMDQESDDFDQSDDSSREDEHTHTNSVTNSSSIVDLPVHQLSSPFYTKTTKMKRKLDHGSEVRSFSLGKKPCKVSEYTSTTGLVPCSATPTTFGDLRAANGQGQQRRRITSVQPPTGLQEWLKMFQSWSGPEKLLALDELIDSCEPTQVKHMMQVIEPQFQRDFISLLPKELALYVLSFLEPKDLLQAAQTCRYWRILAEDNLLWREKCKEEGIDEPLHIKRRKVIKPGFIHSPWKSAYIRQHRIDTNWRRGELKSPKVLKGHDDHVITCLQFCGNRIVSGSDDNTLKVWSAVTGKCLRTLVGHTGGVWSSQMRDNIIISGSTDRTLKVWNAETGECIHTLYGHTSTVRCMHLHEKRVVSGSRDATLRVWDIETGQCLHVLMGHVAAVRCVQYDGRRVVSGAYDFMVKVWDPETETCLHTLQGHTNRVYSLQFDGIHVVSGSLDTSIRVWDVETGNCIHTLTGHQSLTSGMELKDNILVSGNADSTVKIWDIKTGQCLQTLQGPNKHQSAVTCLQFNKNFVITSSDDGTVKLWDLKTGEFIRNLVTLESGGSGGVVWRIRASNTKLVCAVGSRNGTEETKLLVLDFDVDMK
MITF inh: inhibitors of human MITF. O75030. AlphaScreen MITF homodimerization, bead proximity signal. inhibition, % at 2.6 µM. actives 0.91% (n = 650,000). AID 1259374; in the data active = inhibition above about 50%;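 note: 0% = vehicle wells with protein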
TEAD-YAP inh: TEAD-YAP interaction inhibition. HEK-TIYL cells, TEAD-Gal4/YAP UAS-luciferase luminescence. inhibition, % at 9.12 µM. actives 1.4% (n = 640,000); in the data active = inhibition above about 32%;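 note: 0% = median of test compound wells and 100% = reference inhibitor wells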
Numbers without * were called inactive. Compounds were not picked by outcome; 3.4% or so of the library scored in one or more.

Screens by letter: A = GPR151 ag; B = FBW7 act; C = MITF inh; D = TEAD-YAP inh
COC(=O)c1c(NC(=O)COc2c(C)ccc(C)c2C)sc2c1C(C(=O)OC)CC2 (stereo not drawn)
  A: -0.6 | B: -0.3 | C: 10.6 | D: -10.2

O=C(NCCc1ccccn1)C1CC12CCN(C(=O)C(c1ccccc1)C1CCCC1)CC2 (stereo not drawn)
  A: 0.0 | B: 0.0 | C: 9.1 | D: 11.0

CC(C)(C)c1ccc(NC(=O)c2ccc3c(c2)S(=O)(=O)N=C2CCCCCN23)cc1
  A: 1.5 | B: 0.0 | C: 1.4 | D: 3.0

O=C(Nc1c2c(nn1-c1ccc(F)cc1)CSC2)c1ccccc1Br
  A: -0.8 | B: 0.0 | C: 7.1 | D: 4.7

CC(C)OC(=O)c1c(N)sc2c1CCCCC2
  A: -0.8 | B: -0.1 | C: -2.6 | D: 10.0

Cc1nc2c(c(=O)[nH]1)CN(Cc1cccn1Cc1ccccc1F)CC2
  A: -0.9 | B: 0.1 | C: 16.4 | D: 1.6

Cc1ccc(C(=O)CBr)cc1[N+](=O)[O-]
  A: -0.1 | B: -0.1 | C: 7.5 | D: 11.2

O=C(NCc1ccco1)C1CC12CCN(Cc1cccn1-c1cccnc1)CC2 (stereo not drawn)
  A: 0.9 | B: 0.1 | C: 3.2 | D: -2.9

O=[N+]([O-])c1cn[nH]c1Nc1ccc(F)cc1
  A: -0.7 | B: -0.2 | C: 4.9 | D: -12.2

CCc1cccc(CC)c1NC(=O)CN(C)S(=O)(=O)c1ccc(Br)s1
  A: 0.4 | B: 0.0 | C: 3.0 | D: 7.1

CCc1ccccc1N(CC(=O)N1CCc2ccccc2C1)S(C)(=O)=O
  A: -0.2 | B: 0.9 | C: 18.1 | D: -0.7

CC1(C)CC(=O)c2c(nc3ccccc3c2N)C1
  A: 0.7 | B: -0.3 | C: -10.2 | D: 0.4

O=C(NC1CCCCC1)[C@H]1C=CCN1C(=O)c1cccs1
  A: -0.2 | B: -0.1 | C: -15.0 | D: -12.1

Cn1c2ccccc2c2c1cc(C#N)c(=O)n2-c1ccc([N+](=O)[O-])cc1
  A: 2.3 | B: 0.1 | C: 27.8 | D: 5.1

Cc1ccc(/C=C/C(=O)Nc2sc3c(c2C(N)=O)CCCCCC3)o1
  A: -0.8 | B: 0.8 | C: 17.1 | D: 12.3

Cc1cccc2cc(CN(CCO)C(=O)NCc3ccccc3)c(=O)[nH]c12
  A: 1.6 | B: 0.3 | C: 8.2 | D: -2.1

COc1ccc(C(=O)N/C(=C\c2ccc3c(c2)OCO3)C(=O)NCCCCCC(=O)O)cc1
  A: 0.1 | B: 0.6 | C: -9.5 | D: 1.3

Cc1ccc(O)c(NC(=O)CCCn2nc([N+](=O)[O-])c(Br)c2C)c1
  A: 0.0 | B: 0.0 | C: -12.8 | D: -2.6

Cc1cc(C)nc(SCCCn2c(=O)[nH]c3ccccc32)n1
  A: 1.4 | B: 0.0 | C: 12.4 | D: 10.1

Cc1ccc(-n2c(-c3cccc(F)c3)nn(CC(N)=O)c2=O)nc1
  A: 0.5 | B: 0.0 | C: 7.5 | D: 8.2

O=C(C(Cc1ccccc1)N1C(=O)C2C3c4ccccc4C(c4ccccc43)C2C1=O)N1CCCCC1 (stereo not drawn)
  A: 1.3 | B: -0.2 | C: -6.8 | D: 1.8

CCOc1cc([N+](=O)[O-])cc2c1C(=O)Nc1ccccc1O2
  A: 2.7 | B: 0.0 | C: 3.7 | D: -9.8

O=C(CSc1nnc(-c2cccc(F)c2)n1-c1ccccc1)NCc1ccccc1
  A: -0.9 | B: 0.0 | C: -1.0 | D: 11.9

Cc1cc(-c2cnc(N3CCCC3)nc2C2CCN(C(=O)Cc3cccc(O)c3)CC2)on1
  A: 0.4 | B: -0.2 | C: 0.1 | D: -6.2

COc1ccc(OCCC(=O)OCC(=O)c2cc(C)n(C3CC3)c2C)cc1
  A: 0.8 | B: -0.1 | C: 2.6 | D: -7.9

CC(C)N(C(=O)Cn1c(Cl)nc2ccccc21)C(C)C
  A: 1.7 | B: 1.2 | C: -0.6 | D: -15.8

O=C(c1cc(=O)c(OCc2ccc(F)cc2)co1)N1CCN(c2ccccn2)CC1
  A: -1.3 | B: 0.2 | C: 9.6 | D: 6.6

COC(=O)C1=C(C)OC(N)=C(C#N)C1c1cc(Br)c(O)c(Br)c1 (stereo not drawn)
  A: -0.9 | B: 0.1 | C: 10.2 | D: 3.6

COc1ccc(C2CC(=O)C3=C(C2)NC(C)=C(C(=O)OC2CCCCC2)C3c2ccc([N+](=O)[O-])cc2)cc1OC (stereo not drawn)
  A: 0.7 | B: -0.1 | C: 13.8 | D: 6.7

O=C(Nc1ccccc1N1CCN(c2ccccc2)CC1)C1CCC1
  A: -0.5 | B: 0.3 | C: 11.1 | D: -0.1

Six compounds out of the list, arranged by formula weight, descending.
Screens by letter: A = GPR151 ag; B = FBW7 act; C = MITF inh; D = TEAD-YAP inh
COc1ccc(C2CC(=O)C3=C(C2)NC(C)=C(C(=O)OC2CCCCC2)C3c2ccc([N+](=O)[O-])cc2)cc1OC (stereo not drawn)
  A: 0.7 | B: -0.1 | C: 13.8 | D: 6.7

O=C(Nc1c2c(nn1-c1ccc(F)cc1)CSC2)c1ccccc1Br
  A: -0.8 | B: 0.0 | C: 7.1 | D: 4.7

O=C(c1cc(=O)c(OCc2ccc(F)cc2)co1)N1CCN(c2ccccn2)CC1
  A: -1.3 | B: 0.2 | C: 9.6 | D: 6.6

O=C(NCc1ccco1)C1CC12CCN(Cc1cccn1-c1cccnc1)CC2 (stereo not drawn)
  A: 0.9 | B: 0.1 | C: 3.2 | D: -2.9

Cc1cc(C)nc(SCCCn2c(=O)[nH]c3ccccc32)n1
  A: 1.4 | B: 0.0 | C: 12.4 | D: 10.1

CCOc1cc([N+](=O)[O-])cc2c1C(=O)Nc1ccccc1O2
  A: 2.7 | B: 0.0 | C: 3.7 | D: -9.8

Additional compounds.
Screens by letter: A = GPR151 ag; B = FBW7 act; C = MITF inh; D = TEAD-YAP inh
CCOc1ccccc1/C=C1\Oc2c(ccc(O)c2CN(CC)CC)C1=O
  A: 1.0 | B: 0.0 | C: -8.9 | D: 7.7

COc1ccc2c(CNCCc3ccccc3)c(C(=O)O)n(Cc3ccccc3F)c2c1
  A: 0.2 | B: -0.2 | C: -6.5 | D: 0.3

COc1ccc(S(=O)(=O)Nc2cccc(S(=O)(=O)N(C)C)c2)cc1[N+](=O)[O-]
  A: 0.1 | B: -0.1 | C: 0.6 | D: 4.4

COC(=O)c1cc(S(=O)(=O)N2CCC(C)CC2)c[nH]1
  A: -0.3 | B: 0.0 | C: 6.1 | D: 0.6

COc1ccc(NC(=O)c2ccc(N3C(=O)CCC3=O)cc2)c([N+](=O)[O-])c1
  A: 0.4 | B: -0.1 | C: -3.1 | D: -3.5

O=C(COc1ccccc1)Nc1nnc(C2CCCCC2)o1
  A: 0.9 | B: -0.1 | C: 15.1 | D: 9.7

C=C(C)CN(C)S(=O)(=O)c1ccc(C)cc1
  A: 2.8 | B: 0.3 | C: -2.8 | D: 14.4

O=C(NCc1cccs1)C1(c2ccc(F)cc2)CC1
  A: 3.2 | B: 0.0 | C: -10.1 | D: -2.2

Cc1ccc(OC(=O)c2ccc(Br)c(S(=O)(=O)N3CCCCC3)c2)c(-n2nc3ccccc3n2)c1
  A: -2.9 | B: 0.1 | C: 3.9 | D: -49.5

Nc1nc(F)cc(Oc2ccc(I)cc2)n1
  A: 1.5 | B: 0.3 | C: -3.5 | D: -0.3

CN(C)CCNC(=O)C(=O)Nc1ccccc1
  A: 8.4* | B: 0.1 | C: 8.4 | D: -16.5

NC(=O)Cn1nc2c3c4c(sc3ncn2c1=O)CCCC4
  A: -1.8 | B: 1.0 | C: 21.8 | D: -6.9

NC(=O)CSc1nccn1Cc1ccc2c(c1)OCO2
  A: -0.2 | B: 0.0 | C: 7.7 | D: -8.7

COc1cc(=O)n2c(c1C(=O)N1CCCC1)CCN(Cc1cc(C)c(C)cc1C)CC2
  A: 5.2* | B: -0.1 | C: 7.0 | D: 6.2

COc1ccc(S(=O)(=O)Nc2cccc(C(C)=O)c2)cc1I
  A: 1.2 | B: 0.0 | C: 16.7 | D: 4.0

O=c1oc(-c2cccc(F)c2)nc2c1cnn2-c1ccccc1
  A: -0.5 | B: 0.0 | C: 4.6 | D: 5.6

CC(Oc1ccccc1)C(=O)Nc1cc([N+](=O)[O-])ccc1F (stereo not drawn)
  A: -0.7 | B: 0.1 | C: 8.4 | D: 7.2

CC(C)(C)NC(=O)Cn1nnc(-c2ccccc2Cl)n1
  A: 0.5 | B: -0.1 | C: -14.3 | D: -61.8

Cc1nc2nc3ccccc3n2c(C)c1CCC(=O)O
  A: -0.7 | B: -0.1 | C: 7.1 | D: -16.4

CC1CCN(C(=O)C2=CC(c3ccco3)=NS(=O)(=O)N2C)CC1
  A: -2.5 | B: 0.4 | C: 3.1 | D: 13.0

CCOC(=O)C1=C(C)NC2=C(C(=O)CC(C)(C)C2)C1c1ccccc1F (stereo not drawn)
  A: 2.8 | B: 0.1 | C: -7.7 | D: 9.9

Cc1ccc(N=Cc2c(C)[nH]n(-c3cccc(Cl)c3)c2=O)c([N+](=O)[O-])c1
  A: 2.1 | B: 0.2 | C: -6.7 | D: -6.2

O=C1OC(c2ccccc2Cl)=N/C1=C\c1ccc(OC(F)(F)F)cc1
  A: 1.0 | B: -0.1 | C: 5.7 | D: 4.0

COc1cc(NC(=O)c2cc3ncc(Br)cn3n2)cc(OC)c1OC
  A: 2.4 | B: 0.0 | C: 5.5 | D: -5.3

COc1cc(CN2CCCC(C(=O)Nc3cccc(-n4cccn4)c3)C2)ccc1F (stereo not drawn)
  A: 0.0 | B: 0.1 | C: -2.5 | D: 4.9

NC(=O)CSc1nc2[nH]ncc2c(=O)[nH]1
  A: -0.6 | B: 0.5 | C: 17.9 | D: 5.4

CCOC(=O)C1=C(C)N=c2s/c(=C/c3cccc([N+](=O)[O-])c3O)c(=O)n2C1c1ccc(OC)cc1 (stereo not drawn)
  A: -0.9 | B: 0.0 | C: 1.0 | D: 9.8

CNC(=O)NC12CC3CC(CC(C3)C1)C2
  A: -0.9 | B: -0.2 | C: -9.8 | D: -2.3

Cc1[nH]nc(SCC(=O)NC2CCCC2)c1[N+](=O)[O-]
  A: -0.4 | B: -0.1 | C: -1.4 | D: -2.6

CCN(C(=O)CSc1n[nH]c(N)n1)c1ccccc1
  A: -1.8 | B: 0.6 | C: 4.5 | D: -6.4

COc1ccc(S(=O)(=O)N(C)CC(=O)O)c2ccccc12
  A: -1.5 | B: 0.6 | C: 4.3 | D: 1.5

CCC1=NN(C(=O)c2ccc(Br)cc2)C(O)(c2cccnc2)C1 (stereo not drawn)
  A: 0.8 | B: 0.1 | C: -3.1 | D: -2.0

N#Cc1ccccc1-n1c(N)c(C(=O)N2CCCC2)sc1=S
  A: 2.6 | B: -0.1 | C: -6.4 | D: 8.4

O=C(Cc1ccc(F)cc1)N1CCN(c2ccc(F)cc2)CC1
  A: 4.5 | B: -0.1 | C: -10.6 | D: 0.5

NC(=O)NC(=O)COC(=O)CCCc1c[nH]c2ccccc12
  A: 1.1 | B: -0.1 | C: 4.4 | D: 6.5

Cc1occc1-c1nnc(SCC(N)=O)n1CC(C)C
  A: 0.1 | B: -0.1 | C: 16.2 | D: -5.6

CCOC(=O)c1[nH]c(C(=O)O)c(CCN(CC)CC)c1C
  A: 1.8 | B: -0.3 | C: -180.6 | D: 1.3

CCN1C(=O)C(O)(C2COC(C)(C)CC2=O)c2cc(Br)ccc21 (stereo not drawn)
  A: -0.4 | B: 0.0 | C: -9.4 | D: 23.1

Cc1cc(C)nc(N2CCC(CNC(=O)CCCc3c[nH]c4ccccc34)CC2)n1
  A: -0.9 | B: 0.0 | C: -14.9 | D: 8.7

CCC(C)COC(=O)OC1CCC2(C)C(=CCC3C2CCC2(C)C(C(C)CCCC(C)C)CCC32)C1 (stereo not drawn)
  A: -1.1 | B: -0.2 | C: -0.7 | D: -12.0

Cc1c(NC(=O)/N=C2/NC(=O)CS2)sc2nc3n(c(=O)c12)CCC(C)CC3 (stereo not drawn)
  A: 3.9 | B: -0.3 | C: 2.5 | D: -13.5

CCC1(C)Cc2c(sc3nc(SCCc4ccccc4)n(-c4ccc(OC)cc4)c(=O)c23)CO1 (stereo not drawn)
  A: 0.1 | B: 0.0 | C: -12.7 | D: -3.0

CC(=O)Nc1ccc(CN2CCN(CCCc3ccccc3)C(CCO)C2)cc1 (stereo not drawn)
  A: -0.3 | B: 0.0 | C: 3.2 | D: 1.0

COC(C)n1cc(F)c(=O)[nH]c1=O (stereo not drawn)
  A: -0.5 | B: -0.1 | C: 6.4 | D: 7.1

COc1ccc(OC)c(-n2cc(-c3ccccc3)c(-c3ccnc(Nc4ccc(-n5nc(C)nc5C)cc4)c3)n2)c1
  A: 1.2 | B: -0.1 | C: 2.4 | D: 9.9

O=C(NCCN1CCOCC1)c1cccc(-n2ncc3cc(Nc4c(Cl)ccc5c4OCO5)ccc32)c1
  A: -1.2 | B: -0.2 | C: -3.6 | D: 11.6

COc1cc2nc(Nc3ccc4ncccc4c3)nc(Nc3ccc(NC(C)=O)cc3)c2cc1OC
  A: -1.0 | B: -0.4 | C: 0.7 | D: 9.1

CC(C)(C)NC(=O)Cn1ncc2c3ccccc3n(Cc3ccccc3)c2c1=O
  A: -0.2 | B: 0.0 | C: -11.7 | D: 4.1

COc1ccc(NC(=O)Nc2ccccc2OC)cc1
  A: -4.2 | B: -0.1 | C: -1.8 | D: -43.6

O=C(NCCO)c1nc2ccccc2s1
  A: 1.1 | B: 0.3 | C: 3.6 | D: -24.0

Results in GPR151 ag, for two of the compounds above:
SMILES | GPR151 ag
O=C(NCCN1CCOCC1)c1cccc(-n2ncc3cc(Nc4c(Cl)ccc5c4OCO5)ccc32)c1 | -1.2
CC(C)(C)NC(=O)Cn1ncc2c3ccccc3n(Cc3ccccc3)c2c1=O | -0.2
